# Screening data deposited in PubChem BioAssay by Icahn School of Medicine at Mount Sinai.
# RBX1-CUL1 inh: inhibitors of human ROC1-CUL1 ubiquitin ligase activity; E3 ubiquitin-protein ligase RBX1 (Homo sapiens) + Cullin-1 (Homo sapiens), P62877+Q13616; in vitro K48 di-Ub FRET, acceptor:donor ratio, 45 min; inhibition, % at 10 µM; hit rate 0.6% among 140,000; AID 1347404, 2020; in the data active means inhibition above about 25%
# Target sequence (P62877 whole entry, looked up): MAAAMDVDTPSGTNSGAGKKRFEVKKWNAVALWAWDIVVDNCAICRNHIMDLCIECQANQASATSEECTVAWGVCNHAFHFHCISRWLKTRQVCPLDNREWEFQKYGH
# Target sequence (Q13616 whole entry, looked up): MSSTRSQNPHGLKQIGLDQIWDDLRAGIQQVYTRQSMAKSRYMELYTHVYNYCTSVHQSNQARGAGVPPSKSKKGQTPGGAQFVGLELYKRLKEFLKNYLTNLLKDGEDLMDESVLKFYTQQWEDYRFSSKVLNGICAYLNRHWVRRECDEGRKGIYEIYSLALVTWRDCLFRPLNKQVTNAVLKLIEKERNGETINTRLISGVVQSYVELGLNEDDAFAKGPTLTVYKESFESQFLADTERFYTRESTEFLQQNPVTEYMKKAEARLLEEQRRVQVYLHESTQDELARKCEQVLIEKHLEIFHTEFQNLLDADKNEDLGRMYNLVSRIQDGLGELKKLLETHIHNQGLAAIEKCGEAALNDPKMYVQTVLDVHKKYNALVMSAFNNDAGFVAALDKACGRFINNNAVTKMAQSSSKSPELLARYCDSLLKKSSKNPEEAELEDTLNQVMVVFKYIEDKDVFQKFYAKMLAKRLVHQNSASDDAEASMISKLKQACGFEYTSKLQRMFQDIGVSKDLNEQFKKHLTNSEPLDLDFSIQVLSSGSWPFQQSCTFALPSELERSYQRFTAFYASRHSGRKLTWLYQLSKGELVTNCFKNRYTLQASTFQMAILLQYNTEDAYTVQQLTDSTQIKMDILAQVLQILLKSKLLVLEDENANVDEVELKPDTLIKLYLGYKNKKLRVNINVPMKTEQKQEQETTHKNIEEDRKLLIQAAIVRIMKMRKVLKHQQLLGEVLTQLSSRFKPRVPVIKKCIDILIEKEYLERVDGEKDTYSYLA
# Starred values were filed as active, the others as inactive; & = joins results of further samples. This is a subset; count on the stated rates, not on these rows.
SMILES,RBX1-CUL1 inh
CCOC(=O)N1CCN(C(=O)c2coc(CN3CCN(c4ccccc4F)CC3)n2)CC1,3.1
Cc1ccc(C(=O)COC(=O)C(Cc2c[nH]c3ccccc23)NC(=O)c2ccc(Br)cc2)cc1 (stereo not given),0.7
CCC(=O)N1CCN(c2nc3c(c(=O)n(C)c(=O)n3C)n2Cc2ccc(C)cc2)CC1,-4.0
COc1ccc(C(=O)NCC(c2cccnc2)N2CCc3ccccc3C2)cc1OC (stereo not given),5.0
COc1ccc(NC(=O)c2ccc(NN3C(=O)c4ccccc4C3=O)c([N+](=O)[O-])c2)cc1,-3.9
CC(C)OC(=O)CN1C(=O)C(=O)c2ccccc21,1.3
Cc1cc(CC2=NC(=O)NC2=O)c(C)n1-c1ccc(OCc2ccccc2F)cc1,-0.2
Cc1cc(C)cc(NC(=O)c2cc(S(=O)(=O)N3CCCCC3)c[nH]2)c1,-4.5
CCOC(=O)C(Cc1c[nH]c2ccccc12)NC(=O)CN1C(=O)c2ccccc2C1=O (stereo not given),-5.7
COc1ccccc1-c1c(C(F)(F)F)oc2cc(OS(C)(=O)=O)ccc2c1=O,16.0
Oc1ccc(-c2cnc3ccccc3n2)cc1,3.2
CC(c1ccccc1)c1nc2ccccc2c(=O)n1N (stereo not given),-7.7
CCCn1cnc2cc(NC(=O)c3cc(OC)c(OC)c(OC)c3)ccc21,5.3
Cc1nc(N2CCCC2)c2c(C(=O)Nc3cccc(Cl)c3C)c(C)oc2n1,-8.2
Cc1ccc(CSC2=NC(=O)C3C(=NC(=O)CC3c3ccc(OC(C)C)cc3)N2C)cc1 (stereo not given),7.8
O=c1[nH]c2ccc(-c3ccc(F)cc3)cc2c2c1sc1cc3c(cc12)OCO3,-0.4
CCOC(=O)c1oc2ccc(Br)c(O)c2c1C,1.7
COc1cc(/C=C2\SC(=S)N(c3c(C)n(C)n(-c4ccccc4)c3=O)C2=O)ccc1O,11.8
O=c1c(-c2ccc3c(c2)OCCO3)coc2c(CN3CCN(CCO)CC3)c(O)ccc12,1.4
O=C1NCCc2c1[nH]c1c(Cl)ccc(Cl)c21,14.3
CCCn1cc(S(=O)(=O)c2ccc(C)cc2)c(=O)c2cc(OC)c(OC)cc21,-6.1
COc1ccc(-c2csc3nc(C)oc(=O)c23)cc1OC,1.9
CCc1cccc(CC)c1NC(=O)c1ccco1,1.8
N=C1/C(=C\c2ccc(Cl)cc2)C(=O)N=C2SC(SCCOc3ccccc3)=NN12,-6.4
Cc1ccc(NC(=O)N2CCN(c3nnc(C)c4c(C)n(-c5ccc(Cl)cc5)nc34)CC2)c(C)c1,-0.9
Fc1ccccc1-n1cc(-c2ccnc(NCc3ccsc3)n2)cn1,-12.5
CCN1c2ccccc2-c2nc(SCC(=O)NCc3ccccc3)ncc2S1(=O)=O,-8.4
Cc1ccc(-n2c(C)cn3c4c(=O)[nH]c(=O)n(C)c4nc23)cc1,-6.6
Cc1cc(C)c(C2C(=O)CC(c3ccccc3)CC2=O)c(C)c1 (stereo not given),4.9
CC(C)Oc1ccc(CNC(=O)c2cnc3sc(N4CCCC4)nn3c2=O)cc1,-10.1
CCOc1cccc2cc(-c3nc4sc(C(=O)Nc5ccc(C)cc5)c(C)c4c(=O)[nH]3)c(=O)oc12,9.4
COc1ccc(-c2nn(-c3ccccc3)cc2/C=C2\SC(N3CCOCC3)=NC2=O)cc1C,1.4
Cc1ccccc1NC(=O)CSc1c(C(C)C)cnc2c1c(=O)n(C)c(=O)n2C,2.5
CCOC(=O)c1nn(-c2cccc(OC)c2)c2nnc(C)c(=O)n12,0.9
CC1(O)CN(C(=O)c2ccccc2)C(=S)N1c1ccccc1 (stereo not given),-10.5
CN1C(C(=O)Nc2cccc(O)c2)=CC(c2ccco2)=NS1(=O)=O,1.7
COC(=O)CN(c1cccc(F)c1)S(C)(=O)=O,1.3
CCn1c(COc2ccccc2)nnc1SCC(=O)Nc1ccc(Br)cc1C,2.8
Nc1nc(-c2ccco2)nn1C(=O)c1ccccc1Cl,-1.9
COC(=O)c1c(-c2cccs2)csc1NC(=O)CSc1nc2sc3c(c2c(=O)n1-c1ccccc1)CCCCC3,0.0
CCN(CC)c1nc2ccc(Cl)cc2n2c(/C=C/c3ccccc3)nnc12,-5.8
O=C(COC(=O)c1cc2ccccc2o1)c1ccc(Cl)cc1,0.7
Cc1cnc(C(=O)N2CCC3(CCCN(CC4CC4)C3)C2)[nH]1 (stereo not given),-4.0
CCOc1ncnc(OCC)c1[N+](=O)[O-],-9.7
CCOc1ccc(N2CC(NC(=O)C(=O)c3c[nH]c4ccccc34)CC2=O)cc1 (stereo not given),-0.3
Nc1nnc(SCC(=O)Nc2cccc(F)c2)s1,-4.0
OCc1ccc(Sc2ccc(Cl)cc2)cc1,-3.1
Cc1oc(-c2ccc(Cl)cc2)nc1CN(C)C1CCOCC1,2.2
COCCNC(=O)c1c(NC(=O)c2cc(=O)c3cc(Cl)ccc3o2)sc2c1CCCC2,12.9
COc1cc(C2C(C(=O)c3ccccc3)C(=O)C(=O)N2c2ccccn2)ccc1O (stereo not given),-1.8

# Sorted by value in RBX1-CUL1 inh (low to high): 3 of the compounds above
SMILES,RBX1-CUL1 inh
CCN(CC)c1nc2ccc(Cl)cc2n2c(/C=C/c3ccccc3)nnc12,-5.8
Cc1oc(-c2ccc(Cl)cc2)nc1CN(C)C1CCOCC1,2.2
COCCNC(=O)c1c(NC(=O)c2cc(=O)c3cc(Cl)ccc3o2)sc2c1CCCC2,12.9

# New compounds follow:
SMILES,RBX1-CUL1 inh
Cc1c(C(=O)O)c2c(n1Cc1ccccc1)C(=O)c1ccc(Br)cc1-2,4.6
O=C(CSc1n[nH]c(=O)[nH]c1=O)NCCO,-1.3
Cc1ccc(OCCCC(=O)N2CCN(c3ccccc3F)CC2)cc1,-5.7
Cc1ccc(S(=O)(=O)N2CCN(C(=O)c3ccco3)CC2)cc1,6.6
COc1ccccc1C(=O)Nc1ccc(S(=O)(=O)N2CCN(C)CC2)cc1,-6.5&0.8
Cc1cc(N2C(=O)C(=O)C(C(=O)c3cccs3)C2c2ccc(C(C)(C)C)cc2)no1 (stereo not given),6.0
COc1ccc(CCC(=O)NCCc2csc(-c3cccc(C)c3)n2)cc1,-1.3
COc1cc(-c2nnc(SCC(=O)Oc3ccccc3Cl)o2)cc(OC)c1OC,-3.7
CCOC(=O)Cc1csc(NC(=O)CSc2nc3sc4c(c3c(=O)n2-c2ccccc2)CCC4)n1,-15.4
CC#CC1(OC(C)=O)CCC(c2ccccc2)CC1 (stereo not given),-9.4
CCCOc1c(Br)cc(C2NC(=S)NC(c3ccccc3)=C2C(=O)Nc2ccc(C)cc2)cc1OC (stereo not given),-0.2
COc1ccc(-c2nc3scc(CCNS(=O)(=O)c4ccccc4F)n3n2)cc1,6.5
CCOC(=O)c1ccc(N2C(=O)c3n[nH]c(-c4ccco4)c3C2c2ccc(C)cc2)cc1 (stereo not given),-9.0
NC(Cc1ccccc1)C(=O)NCCO (stereo not given),4.8
CCOCCn1c(=O)c2c(nc3n(-c4ccc(CC)cc4)c(C)cn23)n(C)c1=O,-3.6
COc1ccc(CC(=O)NCCS(=O)(=O)N2CCN(c3ccccc3F)CC2)cc1OC,4.7
CC(=O)NC1CCN(Cc2cccc(-c3nc(-c4ccncc4)cc(=O)[nH]3)c2)C1 (stereo not given),7.3
c1ccc2c(CSc3nc4ccccc4s3)cccc2c1,-7.1
CC(=O)NC(c1ccc(F)cc1)c1cccnc1 (stereo not given),1.4
COc1cc(O)ccc1-c1nc2ccc(Br)cn2c1Nc1ccccc1C,-6.5
Nc1ncc(CNC2COc3ccccc3C2)cn1 (stereo not given),7.6
CCOC(=O)c1c(NC(=O)Cc2ccccc2)sc2c1CCN(C(=O)OCC)C2,2.3
Cc1cc(C)n(-c2nc(-c3ccccc3)cc(-c3ccccc3O)n2)n1,1.1
COc1ccc(C(=O)N=c2sc3cc(Cl)ccc3n2C)cc1,-1.8
O=C(O)c1cc2ccccc2cc1Nc1ccnc2cc(Cl)ccc12,-10.9
CC1(C(=O)O)CCC(C(=O)Nc2cccc(C(=O)O)c2)C1(C)C (stereo not given),-11.3
COc1ccc(Cl)cc1NC(=O)CSc1nnc(C)n2c1cc1sccc12,6.0
CC(C)Oc1ccc(C(=O)N(Cc2ccc(N(C)C)cc2)Cc2ccco2)cc1,-2.7
CC(=O)Oc1ccccc1-c1nc(C)nc(N(C)C(C)=O)n1,-4.7
CCc1ccc(C(=O)c2cn(CC(=O)Nc3ccc(OC)cc3)c3cc4c(cc3c2=O)OCCO4)cc1,-8.7
CSCC(=O)N(CCc1ccccc1)CC1CCN(C)CC1,-0.5
Cc1ccc(S(=O)(=O)NCCc2nnc3ccc(SCc4ccc(F)cc4)nn23)cc1,1.5
COc1ccc(-c2nc(SCC(=O)NC3CCCC3)c(-c3ccc(F)cc3)[nH]2)cc1,7.2
CCOc1ccc(N2CC(NC(=O)Cc3cccs3)CC2=O)cc1 (stereo not given),0.6
Cc1ccc(SCC(=O)Nc2cc(C)ccc2NC(=O)COc2ccccc2)cc1,2.8
CC(C)NC(=O)N1CCCC(CNC(=O)c2ccccc2Cl)C1 (stereo not given),5.3
CCOC(=O)c1sc2nc(-c3cccnc3)[nH]c(=O)c2c1C,1.9
O=C(NCCSCc1cccc(Cl)c1)C1CCN(S(=O)(=O)Cc2ccccc2)CC1,6.1
Cc1cc2nc(SC3CC(=O)N(c4ccc(F)cc4)C3=O)nc(C)c2cc1C (stereo not given),2.3
COc1ccc(CN(C)C(=O)CCC2(Cc3ccc(-c4ccccc4)cc3)CCC(=O)N2)cc1OC (stereo not given),3.8

# A second format for some results above.
Cc1ccc(SCC(=O)Nc2cc(C)ccc2NC(=O)COc2ccccc2)cc1
  RBX1-CUL1 inh = 2.8
Cc1cc2nc(SC3CC(=O)N(c4ccc(F)cc4)C3=O)nc(C)c2cc1C (stereo not given)
  RBX1-CUL1 inh = 2.3
CC(C)NC(=O)N1CCCC(CNC(=O)c2ccccc2Cl)C1 (stereo not given)
  RBX1-CUL1 inh = 5.3
COc1ccc(CN(C)C(=O)CCC2(Cc3ccc(-c4ccccc4)cc3)CCC(=O)N2)cc1OC (stereo not given)
  RBX1-CUL1 inh = 3.8

# Ordered by molecular weight (ascending): part of the list above.
SMILES,RBX1-CUL1 inh
Cc1cc2nc(SC3CC(=O)N(c4ccc(F)cc4)C3=O)nc(C)c2cc1C (stereo not given),2.3
Cc1ccc(SCC(=O)Nc2cc(C)ccc2NC(=O)COc2ccccc2)cc1,2.8
O=C(NCCSCc1cccc(Cl)c1)C1CCN(S(=O)(=O)Cc2ccccc2)CC1,6.1

# Further records follow.
SMILES,RBX1-CUL1 inh
CCCn1c(CNc2ccc(Br)cc2)nc2ccccc21,-4.0
COc1ccc(-c2noc(C(=O)NC3CCCCC3)n2)cc1OC,6.6
O=C(CSc1nnc2scc(-c3ccc(Cl)cc3)n12)c1ccc(Cl)c(Cl)c1,15.0
O=C(Nc1ccc(-c2ccco2)cc1)C1CCCN(C(=O)CCc2cnccn2)C1 (stereo not given),-0.8
COc1ccc(-c2noc(CN(C(=O)c3ccccc3Cl)C(C)C)n2)cc1,5.3
COC(=O)C1=NN(c2ccccc2Cl)C2C(=O)N(c3ccc(Cl)cc3)C(=O)C12 (stereo not given),5.9
Cc1cccc(C)c1NC(=O)Cn1cc(S(=O)(=O)Cc2ccc(F)cc2)c2ccccc21,-3.7
Cc1ccc(NS(=O)(=O)c2ccccc2C)cc1OS(=O)(=O)c1ccccc1C,-0.6
CC1=C(C(=O)OCC(C)C)C(c2cccc(Oc3ccccc3)c2)N2C(=O)CCSC2=N1 (stereo not given),-0.5
Cc1cn2c3c(=O)n(Cc4ccccc4)c(=O)n(C)c3nc2n1CCCO,2.7
O=C(Nc1nnc(S(=O)(=O)Nc2ccccc2)s1)C1CCCCC1,-3.4
NC(=O)c1ccc(-c2cccc(-c3ccn[nH]3)c2)cc1,-2.2
N#Cc1ccc(-c2ccc(OCC(=O)Nc3ccc(Cl)cc3Cl)cc2)cc1,-1.8
Cc1ccc(NC(=O)c2cn3c4c(ccc(Cl)c4c2=O)OC(C)C3)c(C)c1 (stereo not given),-4.4
Cc1cccc(Nc2c3c(nc4nncn24)CCC3)c1,-1.5
OC(c1ccccc1)c1nccc2ccccc12 (stereo not given),6.1
N#CCCn1c(C(C#N)(CCC#N)CCC#N)nc2ccccc21,-4.2
CCCN(CCC)CC(O)Cn1cc(/C=C/C(=O)c2ccc(Br)cc2)c2ccccc21 (stereo not given),-1.0
CN(C)S(=O)(=O)N1CCC(C(=O)Nc2c(F)cccc2F)CC1,-5.3
Cc1cccc(NC(=O)CN2CCN(c3ccccc3F)CC2)c1,-1.8
CCN=C1CC=CC=C(c2ccc3cc4c(cc3n2)OCO4)C1=O,2.1
CCC(NC(=O)Cc1ccc(OC)c(OC)c1)c1ccccc1 (stereo not given),2.6
CCCCN(C)C(=O)c1nc2ccccn2c1CN1CCN(c2cnccn2)CC1,-5.0
COc1ccc2cc(Br)ccc2c1CC(=O)Nc1nccs1,-4.1
COC(=O)C(C)Oc1cc(C)ccc1COc1ccc(-n2ncc(=O)n(C)c2=O)c(F)c1 (stereo not given),1.7
O=C(Nc1ccccc1Cl)c1cccs1,2.6
COc1ccc(-c2[nH]nc3c2C(c2ccc(OC)c(Cn4nnc5ccccc54)c2)C(C#N)C(=N)O3)cc1 (stereo not given),-7.7
Cc1c(NC(=S)NC(=O)Cc2ccccc2)cccc1-c1nc2ccccc2o1,3.7
CC(C)CCN(C)C(=O)C1CCCN(C2CCN(Cc3ccccc3)CC2)C1 (stereo not given),0.9
CC(=O)c1cc2cc(Br)cc(Br)c2oc1=O,8.3
CCC(C(=O)Nc1c(C)cc(C)cc1C)n1c(=O)c(-c2ccccc2NC(C)=O)nc2ccccc21 (stereo not given),0.8
O=C(c1cc2cc(Br)cc(Br)c2oc1=O)N1CCCC1,10.6
O=C(C[n+]1ccsc1)c1ccccc1,4.3
Clc1ccc(OCc2nnc3c4cnn(-c5ccccc5)c4ncn23)cc1,-1.8
CN1C(=O)C=C(c2ccccc2)CC1=O,98.6*
CCC1CCc2sc(C(=O)N3CCN(c4ccccn4)CC3)cc2C1 (stereo not given),2.5
Cn1c(Cc2cccs2)nnc1SCC(=O)N1CCc2ccccc21,-2.1
